Screens (PubChem)
CYP2C19 inh = human CYP2C19 inhibition; CYP2C19 Supersomes, luciferin-H EGE luminescence, 30 min; inhibition, % at 5 µM; 21% of 96,000 active; AID 778;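 active = CYP2C19 inhibition above a set limit at 5 µM in the primary screen, cut at about 50% in these data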;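 also: plate controls were negative control wells for no effect and 2.5 mM tranylcypromine positive control for full effect; values of inactives mirror those of a sister screen read the other way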
Target sequence (P33261 whole entry, looked up): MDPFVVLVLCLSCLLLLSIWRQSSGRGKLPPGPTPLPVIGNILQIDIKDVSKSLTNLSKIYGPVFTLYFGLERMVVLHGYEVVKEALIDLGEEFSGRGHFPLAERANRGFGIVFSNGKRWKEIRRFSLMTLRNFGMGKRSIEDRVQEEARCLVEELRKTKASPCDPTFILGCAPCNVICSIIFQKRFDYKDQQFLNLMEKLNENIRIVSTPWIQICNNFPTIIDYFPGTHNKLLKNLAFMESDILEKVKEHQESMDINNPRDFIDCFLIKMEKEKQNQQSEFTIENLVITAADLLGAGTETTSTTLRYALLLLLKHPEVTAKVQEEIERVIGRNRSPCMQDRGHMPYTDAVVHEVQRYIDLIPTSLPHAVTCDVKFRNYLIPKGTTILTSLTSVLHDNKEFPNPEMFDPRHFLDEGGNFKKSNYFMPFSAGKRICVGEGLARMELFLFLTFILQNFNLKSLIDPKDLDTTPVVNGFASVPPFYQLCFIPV
Mac1 fbg enh = increases human CD11b/CD18 adhesion to fibrinogen; P05107+P11215; K562 CD11b/CD18 adhesion to fibrinogen, ATPlite luminescence; activation, % at 10 µM; 0.07% of 93,000 active; AID 1499;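 active = 10 µM primary screen giving 50% or more activity, confirmed by 40% or more on retest at that dose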; also: strong numbers were not always called active; reference of the scale not given here
PLAP activator = activators of human placental alkaline phosphatase; P05187; purified PLAP enzyme, luminescent substrate read-out; hits give high values; activation fold at 20 µM; 1.2% of 96,000 active; AID 696; in the data active = activation fold above about 2
Target sequence (P05187 whole entry, looked up): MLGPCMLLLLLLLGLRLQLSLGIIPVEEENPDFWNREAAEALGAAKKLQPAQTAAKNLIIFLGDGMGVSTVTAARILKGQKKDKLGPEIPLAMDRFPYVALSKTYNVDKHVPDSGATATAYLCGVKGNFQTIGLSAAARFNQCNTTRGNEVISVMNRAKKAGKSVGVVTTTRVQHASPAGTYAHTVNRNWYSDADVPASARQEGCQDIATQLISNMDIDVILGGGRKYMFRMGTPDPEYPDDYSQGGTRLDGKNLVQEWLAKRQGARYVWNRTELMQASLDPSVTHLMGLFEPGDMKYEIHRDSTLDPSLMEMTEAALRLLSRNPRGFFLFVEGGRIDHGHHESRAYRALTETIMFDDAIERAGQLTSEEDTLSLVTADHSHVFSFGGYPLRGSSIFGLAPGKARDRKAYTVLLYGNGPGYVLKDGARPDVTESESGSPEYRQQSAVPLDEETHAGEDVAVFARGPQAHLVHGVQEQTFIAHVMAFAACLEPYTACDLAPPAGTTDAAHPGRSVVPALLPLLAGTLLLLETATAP
PTK2B oligo ant = Pyk2 (human) oligomerization antagonism; Q14289; Q293 cells, Pyk2 FERM NanoBiT luminescence; hits give low values; z-score (the deposit names both 25 µM and 10 µM); 0.83% of 99,000 active; AID 1347419;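 active = Z-score of -3 or lower, scaled per plate to the spread of control and sample wells; inactive = z-score above -3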;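 also: negative z-score means lost luminescence so less FERM oligomerization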
CYP2C9 inhib = blocks human cytochrome P450 2C9; P11712; CYP2C9 Supersomes, luciferin-H conversion, luminescence; inhibition, % at 5 µM; 20% of 96,000 active; AID 777;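 active = blocking of liver enzyme CYP2C9 beyond about 50% at 5 µM, limit read from the data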; also: values of inactives mirror those of a sister screen read the other way
Mac1 fbg inh = inhibitors of human CD11b/CD18 binding to fibrinogen. K562 CD11b/CD18 adhesion to fibrinogen, ATPlite luminescence; Mn2+ added to activate the integrin. inhibition, % at 10 µM. P05107+P11215. 0.54% of 93,000 active;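 active = primary inhibition of 50% or more at 10 µM, then 40% or more on retest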; also: some results filed as inactive read as strong as hits
CYP2C19 act = increases human CYP2C19 enzyme activity | recombinant CYP2C19, luciferin-H EGE luminescence; hits give high values; 0 = fully inhibited enzyme, 1 = untreated enzyme | activation factor at 5 µM | 96,000 tested, under 10 active | P33261;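 active = activation factor of at least 2 at 5 µM in the primary screen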;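 also: 0 = wells with 2.5 mM tranylcypromine and 1 = vehicle-only wells; values of inactives mirror those of a sister screen read the other way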
MT1-MMP txn act = MT1-MMP promoter transcription activation | AID 750 | activation factor at 10 µM | HT1080 MT1-MMP promoter luciferase reporter, luminescence, overnight; hits give high values | 0.16% of 86,000 active;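 active = activation factor of at least 2 for MT1-MMP transcription at 10 µM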
CYP2C9 activ = CYP2C9 (human) activation; P11712; recombinant CYP2C9, luciferin-H conversion, luminescence; hits give high values; factor 1 = untreated enzyme, 0 = blocked; activation factor at 5 µM; 1.4% of 96,000 active; AID 1024;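 active = activation factor of 2 or more for CYP2C9 at a 5 µM dose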;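 also: 0 = sulfaphenazole-blocked wells and 1 = vehicle-only wells; values of inactives mirror those of a sister screen read the other way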
Numbers without * were called inactive; nt = no result given.

SMILES	CYP2C19 inh	Mac1 fbg enh	PLAP activator	PTK2B oligo ant	CYP2C9 inhib	Mac1 fbg inh	CYP2C19 act	MT1-MMP txn act	CYP2C9 activ
COc1ccccc1-c1nnc2sc(C3CCCCC3)nn12	38.6	0.4	0.9	0.33	28.7	-5.5	0.6	1	0.7
O=C(Nc1ccc(-c2nc3cccnc3s2)cc1)c1ccco1	15.7	23.4	1.1	nt	8.5	-15.2	0.8	1.9	0.9
COc1ccc2nc(SCC(=O)NC(C)(C)C)[nH]c2c1	84.6*	-3.2	1.8	0.32	66.0*	2.4	0.2	1.3	0.3
Cc1ccc(C(=O)Nc2c(C)n(C)n(-c3ccccc3)c2=O)cc1S(=O)(=O)N1CCOCC1	-15.1	-4.0	1	0.69	-8.6	-7.9	1.2	1	1.1
Cc1ccc(/C=c2\sc3nc(-c4cccs4)nn3c2=O)o1	18.0	40.5	1	0	1.3	-45.8	0.8	1.1	1
CCOC(=O)C1=C(C)NC(=O)NC1c1ccc(Cl)cc1Cl (centres undefined)	67.7*	5.5	0.9	-1.14	13.2	-6.3	0.3	1.2	0.9
CS(=O)(=O)N(CC(=O)Nc1ccc(CC#N)cc1)c1ccc(C23CC4CC(CC(C4)C2)C3)cc1	11.1	-1.5	1.7	-1.04	59.0*	-7.8	0.9	nt	0.4
Cc1ccc2oc(-c3ccccc3C(=O)O)cc(=O)c2c1	17.0	-1.2	1	-0.32	-8.7	3.7	0.8	1	1.1
Cn1c(=O)c2c(nc(-n3ccnc3)n2C)n(C)c1=O	-9.5	5.5	0.7	1.36	-8.9	-6.0	1.1	1	1.1
Cc1cc(Cl)c(S(=O)(=O)N2CCCC2)cc1OCC(=O)NC1CCCCC1	95.1*	-3.1	2*	-0.67	77.1*	-31.2	0	1.2	0.2
O=C(CSc1ncnc2c1oc1ccccc12)NCc1ccco1	17.3	0.4	1	0.41	59.8*	-20.5	0.8	1.3	0.4
CCN(CC)c1ccc(NC(=O)c2ccc(NC(=O)C3CCCO3)cc2)c(C)c1 (centres undefined)	-9.3	8.4	1.2	1.15	-24.5	10.8	1.1	1.1	1.2
Cc1cc(NC(=O)CSc2ccc3nnc(-c4cccs4)n3n2)no1	13.5	0.4	1.3	nt	75.2*	4.3	0.9	nt	0.2
CC(=O)C1=C(O)C(=O)N(Cc2ccccc2)C1c1ccco1 (centres undefined)	-2.4	-0.8	1	-0.15	13.6	20.3	1	1.1	0.9
CCOc1ccc(OCC)c(NC(=O)C2CCCN(S(=O)(=O)c3c(C)n[nH]c3C)C2)c1 (centres undefined)	45.4	-3.1	2*	nt	63.5*	-8.4	0.5	1.2	0.4
Cc1ccc(N(C(C)C(=O)N2CCC(C)CC2)S(C)(=O)=O)cc1C (centres undefined)	21.8	0.3	1.2	-0.09	-21.7	-17.5	0.8	1	1.2
CCOc1cc(NC(=S)Nc2cccc(OC)c2)c(OCC)cc1NC(=O)C(C)C	3.6	nt	0.9	-1.29	14.5	nt	1	nt	0.9
Cc1nc2c(n1O)CCC/C2=N\O	-0.5	0.3	0.8	-0.41	0.4	-13.8	1	1.4	1
O=C(Cn1nnc(-c2ccccc2)n1)N=Nc1c(O)[nH]c2ccccc12	-0.5	0.1	1.2	0.02	1.3	0.9	1	1.3	1
CN(C)c1nc(N)nc(CSc2nnnn2-c2ccc(C(=O)O)cc2)n1	-3.8	-2.8	1.2	-0.52	-21.4	1.9	1	1.2	1.2
O=C(c1ccccc1)N1CCN(C2CC(=O)N(CCc3ccccc3)C2=O)CC1 (centres undefined)	-10.0	-0.6	1.2	0.31	-8.6	5.9	1.1	1.1	1.1
CN1CCC(=NNC(=O)CSCc2ccccc2)CC1	32.3	-1.2	0.9	3.28	2.3	-10.6	0.7	nt	1
CCc1ccc(CCC(=O)Nc2ccc(C)cc2C)o1	78.8*	-3.7	1.1	0.96	-30.3	8.4	0.2	1.2	1.3
O=C(NC1CCCC1)C1CCCN1C(=O)Nc1ccc(Cl)cc1 (centres undefined)	27.1	-3.5	0.8	1.01	2.7	4.3	0.7	1	1
COc1ccc(CNC(=O)NCc2ccc(OC)c(OC)c2)cc1OC	16.1	-1.2	1	1.07	14.8	3.3	0.8	1.1	0.9
O=c1c2ccccc2nc(-c2ccc(Cl)c(Cl)c2)n1O	4.0	-5.6	0.8	-0.76	49.2	-34.6	1	1.2	0.5
Cc1sc2nc(SCC(=O)NCc3ccco3)n(-c3ccccc3)c(=O)c2c1C	7.8	-4.5	0.9	-2.13	6.7	-10.5	0.9	1.2	0.9
CCOC(=O)C(C)N1N=C(/C=C/c2ccc(OC)cc2)CCC1=O (centres undefined)	19.2	nt	1.3	-0.14	32.0	nt	0.8	nt	0.7
COc1cccc(NC(=O)Cn2nc(Cc3cccnc3)c3ccccc3c2=O)c1	21.3	-4.1	0.9	nt	59.1*	-10.8	0.8	nt	0.4
OC(COCc1cccs1)CN1CCN(c2ccccn2)CC1 (centres undefined)	-0.5	-3.5	0.9	0.05	-9.6	-7.0	1	1.1	1.1
COc1cc2c(cc1OC)C(C(=O)N1CCOCC1)C(c1cccs1)N(C)C2=O (centres undefined)	3.6	nt	1	-0.51	-25.7	nt	1	1.1	1.3
CC(=O)C1=C(N2CCCCC2)CCC1=O	3.2	-0.9	0.8	-0.64	-12.5	-30.9	1	1.1	1.1
COc1cc2c(cc1OC)-c1cc(N3CCCCCC3)nc(=O)n1CC2	-2.0	1.0	1.2	-0.95	30.9	-5.7	1	1	0.7
CCn1cc(SCC(=O)NCc2ccc3c(c2)OCO3)c2ccccc21	96.7*	1.0	0.9	nt	23.3	0.5	0	1.1	0.8
Nc1nc(Cl)cc(Sc2ccc(F)cc2)n1	21.7	-1.8	0.8	0.41	2.8	-4.4	0.8	nt	1
CN1CCc2c(sc3c2C(=O)NC(c2cccc(OC(=O)c4cccs4)c2)N3)C1 (centres undefined)	-14.0	78.2	1.5	nt	13.7	-5.4	1.1	nt	0.9
O=C(Nc1cccc2cccnc12)c1cccc(N2C(=O)CCC2=O)c1	22.2	-0.6	1	1.64	-71.6	2.2	0.8	1	1.7
CCOc1ccc(S(=O)(=O)Nc2cc(Sc3ncn[nH]3)c3oc(=O)sc3c2)cc1	69.0*	-1.4	1.5	nt	66.8*	3.9	0.3	1	0.3
CN(C)c1ccc(CNC(=O)CN(C)S(=O)(=O)c2cccc3cccnc23)cc1	70.3*	0.3	0.9	nt	44.3	-7.4	0.3	1	0.6
CCOC(=O)c1cc2c(ccn2-c2ccc(F)cc2)n1CC(=O)N1CCN(C(=O)c2ccco2)CC1	-0.8	22.9	0.9	0.77	17.0	-8.4	1	1.1	0.8
COc1ccc(S(=O)(=O)N2CCCC(C(=O)O)C2)cc1Cl (centres undefined)	0.2	1.4	1	0.99	-7.3	4.2	1	1.1	1.1
CCc1ccc2[nH]c(=O)c(CN(Cc3nnnn3C3CCCC3)C3CCCCC3)cc2c1	76.4*	-1.8	1.6	-0.8	82.3*	17.2	0.2	1.1	0.2
O=C(CNc1ccccc1)N/N=C/c1ccc([N+](=O)[O-])o1	-9.0	nt	0.8	-0.32	-9.7	nt	1.1	nt	1.1
COc1cc2c(cc1OC)C(C(=O)Nc1ccccn1)C(c1cccnc1)N(C)C2=O (centres undefined)	0.5	-0.3	1	-0.65	5.2	2.6	1	1.1	0.9
COC(=O)C1=C(N)N(c2ccc(F)cc2)C2=C(C(=O)CCC2)C1c1ccc2c(c1)OCO2 (centres undefined)	-9.0	1.1	0.9	-2.28	-5.9	-19.3	1.1	1.1	1.1

Reformatted: 2 of the compounds above.
O=C(Nc1cccc2cccnc12)c1cccc(N2C(=O)CCC2=O)c1
- CYP2C19 inh: 22.2
- Mac1 fbg enh: -0.6
- PLAP activator: 1
- PTK2B oligo ant: 1.64
- CYP2C9 inhib: -71.6
- Mac1 fbg inh: 2.2
- CYP2C19 act: 0.8
- MT1-MMP txn act: 1
- CYP2C9 activ: 1.7
CCc1ccc2[nH]c(=O)c(CN(Cc3nnnn3C3CCCC3)C3CCCCC3)cc2c1
- CYP2C19 inh: 76.4*
- Mac1 fbg enh: -1.8
- PLAP activator: 1.6
- PTK2B oligo ant: -0.8
- CYP2C9 inhib: 82.3*
- Mac1 fbg inh: 17.2
- CYP2C19 act: 0.2
- MT1-MMP txn act: 1.1
- CYP2C9 activ: 0.2

New compounds follow:
SMILES	CYP2C19 inh	Mac1 fbg enh	PLAP activator	PTK2B oligo ant	CYP2C9 inhib	Mac1 fbg inh	CYP2C19 act	MT1-MMP txn act	CYP2C9 activ
CCOCCCNC(=O)C1CCN(S(=O)(=O)N2CC(C)CC(C)C2)CC1 (centres undefined)	-0.9	nt	1.1	1.47	-3.7	nt	1	nt	1
C/C(Cl)=C/Cc1c(C)[nH]c2ccc(C)cc2c1=O	21.7	nt	1	-0.54	13.3	nt	0.8	nt	0.9
CC(C)(C)C(=O)Nc1ccnc(-c2cccnc2)n1	83.2*	nt	0.9	nt	59.2*	nt	0.2	nt	0.4
CCCCC(C)n1[nH]c(=O)cc1N (centres undefined)	-1.9	3.1	0.9	1.53	7.1	-14.5	1	1.1	0.9
O=C(CCc1ccc(S(=O)(=O)N2CCOCC2)cc1)NCCc1ccccn1	6.4	-7.1	1	-0.63	20.5	1.1	0.9	1.1	0.8
COc1ccc(C(C)=O)cc1CSc1nc2cc(Cl)ccc2o1	20.4	1.9	0.8	-0.65	20.1	16.6	0.8	nt	0.8
Cc1cc(C)c(NC2=NCC(=O)N2C2CCCCC2)c(C)c1	90.5*	-0.3	1.4	0	84.7*	-9.0	0.1	1.1	0.2
Cc1nc(-c2cccc(N)c2)cs1	-7.0	-0.1	0.9	nt	-5.2	2.5	1.1	1.3	1.1
Cc1ccc(-n2ncc(N(C)C)c(Cl)c2=O)cc1	14.7	nt	0.8	-0.33	-5.3	nt	0.9	nt	1.1
O=C(Nc1ccc(F)c(Cl)c1)C1CCN(S(=O)(=O)c2cccnc2)CC1	41.7	-3.6	0.8	nt	9.3	4.2	0.6	nt	0.9
CCNC(=S)N/N=C/c1ccc(OCCOc2ccccc2C)cc1	1.5	-1.5	0.9	0.84	-1.0	-26.3	1	nt	1
CCC(C)[C@H](NC(=O)NCc1cccs1)C(=O)O (some centres undefined)	-0.4	0.9	1.1	-0.17	2.0	41.9	1	1.1	1
Cn1c(CCNC(=O)c2ccc(Cl)c(Cl)c2)nnc1SCc1ccc(Cl)c(Cl)c1	2.7	3.4	1.1	-0.74	15.7	4.2	1	nt	0.8
O=S(=O)(Nc1ncnc2c1oc1ccccc12)c1ccc(Cl)s1	61.1*	-2.8	1.1	-2.45	92.3*	13.5	0.4	1.2	0.1
CCOC(=O)/C=C1\NC(C)(C)Cc2cc(OC)c(OC)cc21	7.9	nt	1	0.72	12.0	nt	0.9	1	0.9
COc1ccccc1NC(=O)c1sc2ncn(Cc3cccc(C)c3)c(=O)c2c1C	8.2	69.3	0.9	0.66	-20.4	-30.0	0.9	nt	1.2
CC(=O)Nc1cccc(Oc2nc(C)cc(C)c2C#N)c1	4.3	6.6	1	nt	4.5	16.5	1	1	1
CCOc1ccc(C(=O)OCc2nnc(-c3cccs3)o2)cc1OC	67.8*	-3.7	1.4	1.41	79.9*	0.3	0.3	1	0.2
Cc1cc(Cl)c(OCCCNCc2ccccc2)c(Br)c1	56.6*	1.4	1	0.32	-4.3	-4.9	0.4	nt	1
O=C(CSCc1ccc(F)cc1)N1CCN(c2ccc(F)cc2)CC1	33.1	-5.5	0.9	0.12	17.7	15.6	0.7	1.1	0.8
CCc1ccc(O)c(N=Cc2ccccc2O)c1	7.8	-6.7	1	0.01	-6.8	0.9	0.9	1.2	1.1
CC(=O)Nc1cccc(NC(=O)c2c(-c3c(Cl)cccc3Cl)noc2C)c1	81.8*	-2.3	1.5	-0.27	86.6*	-8.3	0.2	1	0.1
